High-throughput results as filed in PubChem BioAssay.
NOD1 NF-kB reporter – inhibition of NOD1-driven NF-kB reporter – cell-based, luminescence, uHTS, primary screen (AID 1578) | NOD1-driven NF-kB luciferase reporter cells, luminescence; higher % means a stronger effect | inhibition, % at 4 µM, or EC50 in µM where a hit was titrated | 290,000 tested, 1% active; in the data active means inhibition mostly above about 36%, no sharp cut-off; inactive means mostly below about 34%;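 further: HEK-293T reporter cells stimulated with the NOD1 agonist gamma-tri-DAP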
Autophagy HCS – autophagy modulation, high-content screen | MEF GFP-LC3 puncta imaging; test concentration mostly 10 µM | calls only at 10 µM (by protocol) | 190,000 tested, 0.98% active | AID 463193;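 active means percentage of spot-positive cells more than 3 SD above its plate mean, without a fluorescence outlier flag or 80% toxicity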;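 further: spot-positive cell cutoff set from DMSO-treated cells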
bCat nuc transl – modulators of beta-catenin nuclear translocation | nuclear translocation activity, % at 5 µM | HeLa beta-catenin nuclear translocation, immunofluorescence imaging | AID 1665 | 190,000 tested, 0.3% active;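 active means nuclear translocation activity above 50% at 5 µM, with a well cell count of 50 or more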;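 further: per-cell ratio of nuclear to cytoplasmic median beta-catenin stain intensity; plate controls were DMSO negative control for no effect and GSK-3 inhibitor IX positive control for full effect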
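Read-out: Nuclear/cytoplasmic beta-catenin signal ratio, % activation | Assay system: Human HeLa cell line | Times: 24 h compound exposure at 37°C, 5% CO2 | Signal: Fluorescence imaging of beta-catenin antibody stain plus DAPI | Dosing: 5 µM primary, 0.02–20 µM confirmation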
Dynein transport – dynein cargo transport inhibition; 3617.4 mouse cells, GR-EGFP nuclear translocation imaging; test concentration mostly 20 µM; stimulated with dexamethasone, 1 µM; active compounds read low; z-score, hits read low; 220,000 tested, 0.47% active; AID 1381;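 active means plate z-score of nuclear minus cytoplasmic receptor signal below a set negative limit, without overly bright fluorescence or cell loss, cut at about -3.5 in these data, passing the limit was not always enough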;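 further: z-score of nuclear minus cytoplasmic ring GR-EGFP intensity difference per well; some compounds called inactive have numbers as strong as hits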
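Buffer or medium: tet-free medium with charcoal-stripped serum / Also added: dexamethasone agonist, 1.0 µM final, for 30 min / Timing: induction 48 h, compound 1 h, agonist 30 min / Measured by: high-content fluorescence imaging after fixation / Read-out: nuclear-to-cytoplasmic GR-EGFP distribution per well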
Ins promoter up – MIN6 insulin promoter up-regulation; MIN6 insulin promoter-GFP reporter, high-content imaging; active compounds read high; z-score at 5 µM; 190,000 tested, 0.3% active; AID 1625;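 active means z-score above 3 at 5 µM with at least 500 cells counted in the well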
P. falciparum M17LAP – P. falciparum M17LAP inhibitors, primary screen, biochemical, fluorogenic H-Leu-NHMec substrate, 1536-well (AID 1619). recombinant M17LAP, H-Leu-NHMec fluorogenic kinetic assay; higher % means a stronger effect. 220,000 tested, 0.38% active. one-dose inhibition, % at 30 µM; IC50 in µM for titrated hits;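 active means compound inhibiting the enzyme by more than half at any dose during confirmatory dose-response retesting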;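 further: plate controls were full reaction with DMSO carrier for no effect and no enzyme background for full effect; strong numbers were not always called active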
Yfh1-off respiration – enhancers of respiration in Yfh1-depleted yeast, dose response, Friedreich's ataxia, plus single-dose screen (AID 1465); S. cerevisiae Yfh1-off respiration, WST-1 reduction, 72 h; higher fold induction means a stronger effect; fold induction at 50 µM, or EC50 in µM where a hit was titrated; 220,000 tested, 0.074% active;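 active means fold induction of absorbance versus untreated yeast above a set limit, then at least 30% activation at any dose in follow-up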;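 further: activators that raise dye reduction in frataxin-depleted yeast; strong numbers were not always called active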
MT stabilize HCS – stabilizes microtubules in HeLa cells. % tubulin-high responders, % at 10 µM. HeLa tubulin immunostaining HCS, 24 h; share of cells brighter than vehicle mean+2SD. 200,000 tested, 0.83% active;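 active means plate Z-score above 3 for both tubulin-high and condensed-nucleus cell shares, with cell loss under 80%, at 10 µM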;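 further: anti alpha tubulin signal scored within the nucleus-defined area of each cell; some results filed as inactive read as strong as hits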
HEK293 NOD2/NF-kB – NOD2 signaling inhibitors, cell-based, luminescence, uHTS, HEK293 (AID 1566); HEK293 NOD2/NF-kB luciferase reporter, luminescence; higher % means a stronger effect; inhibition, % at 4 µM, or EC50 in µM where a hit was titrated; 290,000 tested, 0.63% active; in the data active means inhibition above about 50%; further: many of its hits are not listed in these tables
Dynein transport cytoplasmic EGFP – also measured in Dynein transport; calls as there; z-score; measured here: cytoplasmic GR-EGFP intensity; active compounds read high
Dynein transport nuclear GR-EGFP – second read-out of Dynein transport, no call of its own (marks repeat the call); z-score; measured here: nuclear GR-EGFP intensity;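 lower value marks the stronger effect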
Dynein transport cell count – further read-out of Dynein transport, marked with its call; z-score; measured here: cell count per field
Ins promoter up cell count – recorded beside Ins promoter up, whose call it bears; cell count; measured here: cytotoxicity, nuclei count;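 total cells summed across four imaged fields per well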
bCat nuc transl cell count 5 µM – recorded beside bCat nuc transl, whose call it bears; cell count; measured here: cell count, cytotoxicity flag
MT stabilize HCS Hoechst-high % – also measured in MT stabilize HCS; calls as there; % Hoechst-high responders; measured here: nuclear condensation Hoechst responders;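 share of cells brighter than vehicle mean plus two SD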
MT stabilize HCS cytotoxicity % – recorded beside MT stabilize HCS, whose call it bears; toxicity, %; measured here: cytotoxicity by cell density;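 0% = mean cell density of plate MIN control wells and 100% = no cells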
Autophagy HCS cell loss 18 h – further read-out of Autophagy HCS, marked with its call; toxicity, %; measured here: cell loss, nuclei count;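 cell loss after 18 h compound exposure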
* hit, by the source's call; i = inactive; nt = no result given; + = active, no number. Some of the compounds tested, so the mix of outcomes need not match the whole.

Values run as follows: NOD1 NF-kB reporter	Autophagy HCS	Autophagy HCS cell loss 18 h	bCat nuc transl	bCat nuc transl cell count 5 µM	Dynein transport	Dynein transport cytoplasmic EGFP	Dynein transport nuclear GR-EGFP	Dynein transport cell count	Ins promoter up	Ins promoter up cell count	P. falciparum M17LAP	Yfh1-off respiration	MT stabilize HCS	MT stabilize HCS Hoechst-high %	MT stabilize HCS cytotoxicity %	HEK293 NOD2/NF-kB
COc1ccc(O)c(C(=O)c2cc(C#N)c(=O)n(CC3CCCO3)c2)c1 (stereo not given)
→ -20%	i	4	-1.6	1443	-0.4	-0.29	-0.029	0.26	-0.27	1004	37%	i	4.4	2.5	12	1%
CCC(=O)N(Cc1cc2c(C)ccc(C)c2[nH]c1=O)C1CCCCC1
→ -28%	i	-3	0.0	1041	0.22	-0.26	0.36	0.27	nt	nt	6%	i	1.9	1.3	5.6	16%
CN(CC(=O)Nc1ccc(F)cc1)C(=O)COc1ccc([N+](=O)[O-])cc1Cl
→ -10%	i	12	-0.9	1026	-0.53	-0.24	-0.56	1.2	0.88	1199	0%	i	3.0	2.7	1.0	8%
CCCCc1c(C)nc2c(OC)cccc2c1SCC(=O)O
→ -9%	nt	nt	-0.1	1342	-0.35	-0.25	-0.26	0.56	0.51	1058	24%	i	nt	nt	nt	-9%
Cc1nnc(SCC(=O)Nn2cnnc2)s1
→ 3%	i	7	-5.1	981	-0.4	-0.16	0.014	0.64	-0.44	1274	4%	i	9.6	1.6	4.8	9%
Cc1ccc(C(=O)OCC(=O)Nc2c(C)n(C)n(-c3ccccc3)c2=O)cc1[N+](=O)[O-]
→ -33%	i	14	-1.7	1057	-0.28	-0.4	-0.69	1.5	-0.04	1333	-3%	i	3.0	1.6	6.6	8%
CCNS(=O)(=O)c1ccc(CCC(=O)Nc2ccccc2)cc1
→ -15%	i	7	-3.6	1097	-0.51	-0.14	-0.13	0.96	-0.52	1617	3%	i	4.4	1.6	2.8	12%
C=CCSc1nnc(-c2cccnc2)o1
→ -21%	nt	nt	0.7	1017	1.5	-0.053	1.3	-1.3	-0.29	1880	2%	i	4.8	2.0	6.5	-11%
Cc1ccc2nc(C)cc(C(=O)OCC(=O)c3ccc(Cl)c([N+](=O)[O-])c3)c2c1
→ -12%	i	-19	2.8	1360	-0.97	-0.14	0.19	0.96	0.47	1631	-5%	nt	2.4	1.3	2.9	-9%
O=C(Cc1cccs1)N/N=C/C(Br)=C/c1ccccc1
→ -24%	i	-23	0.1	1412	-1.3	0.33	-0.28	0.69	0.07	1529	5%	i	3.5	1.9	4.4	-104%
CN1C(=O)c2ccccc2C(C(=O)NCCCN2CCCC2=O)C1c1c[nH]c2ccccc12 (stereo not given)
→ -2%	i	-3	-5.1	1243	-1	-0.08	-0.26	0.47	-0.15	1036	-3%	i	1.0	1.2	8.7	19%
CCC(=O)Nc1nonc1-c1nc2ccccc2n1Cc1ccccc1
→ -8%	i	9	1.2	849	-0.028	-0.26	-0.38	-0.83	0.84	1252	11%	i	15	6.5	7.9	-8%
COC(=O)CSc1nc2ccc(C)cc2[nH]1
→ -1%	i	3	-2.5	1302	-0.63	-0.22	-1.1	0.51	0.64	1451	5%	i	2.4	2.1	6.0	-18%
COc1cccc(CNC23CC4CC(CC(C4)C2)C3)c1OCc1ccccc1
→ -32%	+	9.7*	-4.8	1084	0.51	0.15	1.2	-2.5	-1.6	1140	0%	i	3.2	1.8	0.4	9%
C=CCn1c(=O)c2c(nc3n2CC(C)CN3c2cccc(OC)c2)n(C)c1=O (stereo not given)
→ 1%	i	-5	nt	nt	-0.36	-0.25	-0.028	0.2	-0.06	991	20%	i	3.6	2.9	9.2	5%
CCOC(=O)CNC(=O)C(NC(=O)C1CCC(C)CC1)C(C)CC (stereo not given)
→ -11%	i	17	nt	nt	1.3	-0.13	1.6	-0.52	0.07	1212	-7%	i	2.7	2.1	7.9	0%
COc1ccc(NC(=O)c2cc(-c3ccccc3)oc2C)cc1
→ 8%	i	7	nt	nt	-0.88	-0.31	-0.78	0.5	0.88	1279	5%	i	2.1	2.3	4.6	16%
CCCCOc1ccccc1C1NC(=O)NC(C)=C1C(=O)OCCOC (stereo not given)
→ nt	i	11	nt	nt	-1.1	0.095	-0.39	0.076	nt	nt	nt	i	2.4	1.8	9.2	nt
COc1ccc(-n2cc(C(=O)c3cc(Cl)ccc3O)cc(C#N)c2=O)cc1
→ -1%	i	-26	-0.9	1019	0.91	-0.05	0.62	-0.86	-0.16	1196	-4%	i	2.6	1.0	6.2	26%
COc1ccc(-c2nc(C)c(C(C)=O)n2O)cc1
→ -4%	i	1	-1.1	1330	-0.29	-0.072	-0.78	-1.1	-0.42	1638	16%	i	5.0	2.5	4.9	-2%
CC(O)(c1ccccc1)C(c1ccccc1)C1CCCCN1 (stereo not given)
→ -1%	nt	nt	-0.8	1373	2	-0.27	0.53	-0.76	nt	nt	-7%	i	nt	nt	nt	0%
C=CCN(CC(=O)NCc1ccc(F)cc1)C(=O)c1csnn1
→ 0%	i	-10	-2.7	507	0.22	-0.24	-0.012	0.65	nt	nt	2%	i	3.8	3.1	0.4	16%
CC(=O)NC(Cc1c[nH]c2ccccc12)C(=O)N1CCc2ccccc2C1 (stereo not given)
→ -2%	i	-4	1.5	1161	-0.58	0.39	-0.0082	0.24	-0.34	1015	-5%	i	1.8	2.4	11	-1%
CN(/N=C/c1ccc(C(C)(C)C)cc1)C1=NCCN1
→ -11%	i	13	-0.5	873	-0.075	-0.24	0.32	-0.095	1.8	1459	6%	i	2.1	0.8	6.9	5%
OC(CNC1CCCc2ccccc21)COc1c(Cl)cccc1Cl (stereo not given)
→ -20%	i	0	nt	nt	-0.54	-0.12	-0.58	0.14	-0.35	1147	1%	i	2.4	2.7	7.7	-13%
Cc1cc(Nc2ncc(Cl)cc2Cl)n(-c2ccccc2C)n1
→ 31%	i	-2	-1.8	491	1	-0.26	0.6	-0.36	1	1259	-7%	i	6.7	1.9	2.8	18%
Cc1[nH]c(=O)[nH]c(=O)c1S(=O)(=O)N(CC(C)C)CC(C)C
→ -22%	i	6	-0.1	1114	0.95	-0.26	0.25	-0.42	-0.07	1262	-1%	i	2.7	2.1	9.0	7%
Cc1noc(NS(=O)(=O)c2ccc(NC(=O)CSc3nc4c(cc3C#N)CCCCC4)cc2)c1C
→ 9%	i	-8	nt	nt	0.25	0.011	0.55	-0.98	-0.23	951	7%	i	1.1	1.0	6.0	9%
Cc1ccc(/C=N/Nc2cn[nH]c(=O)n2)o1
→ -19%	i	-3	-3.0	1104	-0.41	-0.31	-0.18	0.37	-0.69	1236	12%	i	1.3	2.2	7.6	12%
O=C(C1CCC(N2C(=O)C3CC=CCC3C2=O)CC1)N1CCCCC1 (stereo not given)
→ 10%	i	-1	0.2	1008	-0.44	-0.28	-0.92	-0.054	0.15	1257	12%	i	2.7	1.0	2.1	3%
Cc1cc(Sc2nc(NC(C)(C)C)nc(N3CCOCC3)n2)nc(Cl)n1
→ -23%	i	-1	-1.7	1112	0.14	-0.1	0.37	0.062	-0.04	1477	-3%	i	1.8	1.6	9.0	3%
O=C(/C(=C/O)N=Nc1ccccc1)c1cccs1
→ -9%	i	11	-2.1	1024	-0.63	-0.13	-0.58	0.31	0.65	1159	13%	i	3.4	2.0	4.0	-4%
Cn1nnc(NC(=S)NC(=O)c2cccs2)n1
→ -30%	i	-11	-1.4	982	0.36	-0.23	0.62	-0.35	0.51	1279	11%	i	2.3	2.0	0.5	3%
COC(=O)c1c(C(=O)OC)c(-c2ccccc2)n2c1CS(=O)C2 (stereo not given)
→ 18%	i	4	nt	nt	1.9	-0.2	0.86	-0.46	2.1	921	2%	i	4.4	2.7	16	12%
Cn1cc(C(=O)NCc2ccc(F)cc2)c(=O)c2cc(S(=O)(=O)N3CCCCC3)ccc21
→ -12%	i	-38	0.6	582	0.43	-0.22	1.5	-0.87	-0.85	1147	12%	i	2.6	2.6	5.7	5%
Cc1c(N2C(=O)/C(=C\c3ccc(N(C)C)cc3)N(C)C2=S)c(=O)n(-c2ccccc2)n1C
→ 16%	i	1	-1.0	1288	-0.27	-0.099	-0.044	-0.52	1.3	1510	11%	>100µM*	2.5	2.0	1.7	-26%
Cc1ccc(-c2noc(-c3ccno3)n2)cc1
→ -7%	nt	nt	-5.8	1267	0.062	-0.29	-0.26	0.16	0.09	1393	0%	i	nt	nt	nt	17%

Whole records from above.
Cc1ccc(-c2noc(-c3ccno3)n2)cc1 as listed: NOD1 NF-kB reporter = -7%; Autophagy HCS = nt; Autophagy HCS cell loss 18 h = nt; bCat nuc transl = -5.8; bCat nuc transl cell count 5 µM = 1267; Dynein transport = 0.062; Dynein transport cytoplasmic EGFP = -0.29; Dynein transport nuclear GR-EGFP = -0.26; Dynein transport cell count = 0.16; Ins promoter up = 0.09; Ins promoter up cell count = 1393; P. falciparum M17LAP = 0%; Yfh1-off respiration = i; MT stabilize HCS = nt; MT stabilize HCS Hoechst-high % = nt; MT stabilize HCS cytotoxicity % = nt; HEK293 NOD2/NF-kB = 17%
COC(=O)c1c(C(=O)OC)c(-c2ccccc2)n2c1CS(=O)C2 (stereo not given) as listed: NOD1 NF-kB reporter = 18%; Autophagy HCS = i; Autophagy HCS cell loss 18 h = 4; bCat nuc transl = nt; bCat nuc transl cell count 5 µM = nt; Dynein transport = 1.9; Dynein transport cytoplasmic EGFP = -0.2; Dynein transport nuclear GR-EGFP = 0.86; Dynein transport cell count = -0.46; Ins promoter up = 2.1; Ins promoter up cell count = 921; P. falciparum M17LAP = 2%; Yfh1-off respiration = i; MT stabilize HCS = 4.4; MT stabilize HCS Hoechst-high % = 2.7; MT stabilize HCS cytotoxicity % = 16; HEK293 NOD2/NF-kB = 12%
